Compound activity (PubChem BioAssay)
TrxR1 substrate: is turned over as a substrate by rat TrxR1; actives 0.01% (n = 390,000); Potency, µM (doses to about 114 µM), for the others: at the highest dose activity change, negative = substrate turnover; AID 588456; O89049; purified TrxR1 substrate turnover, NADPH consumption readout; also: potency is read from the fitted curve at half-maximal effect; % is scaled to controls: 0 for no effect and ±100 for the full control effect; nearly all actives have a fitted effect of over 50% in size
Target sequence (O89049 whole entry, looked up): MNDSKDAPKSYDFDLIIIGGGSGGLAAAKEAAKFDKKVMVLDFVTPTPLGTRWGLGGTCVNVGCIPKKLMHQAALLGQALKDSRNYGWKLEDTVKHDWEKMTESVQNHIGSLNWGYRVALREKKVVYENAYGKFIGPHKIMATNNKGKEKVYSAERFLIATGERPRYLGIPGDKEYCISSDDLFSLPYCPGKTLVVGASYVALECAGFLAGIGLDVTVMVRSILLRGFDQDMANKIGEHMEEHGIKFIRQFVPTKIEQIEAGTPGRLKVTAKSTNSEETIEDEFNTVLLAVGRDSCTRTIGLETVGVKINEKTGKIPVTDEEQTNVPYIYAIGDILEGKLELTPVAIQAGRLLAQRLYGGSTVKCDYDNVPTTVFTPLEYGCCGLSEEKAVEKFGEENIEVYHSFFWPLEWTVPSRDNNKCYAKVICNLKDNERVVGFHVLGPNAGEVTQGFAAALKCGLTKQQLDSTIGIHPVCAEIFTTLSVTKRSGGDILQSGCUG
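Rat TrxR1, dispensed at 90 nM, was prereduced with 400 uM NADPH (final) for 5 min at ~22 deg C, then incubated with compound 15 min before 400 uM selenite. A first-read NADPH fluorescence drop versus no-compound background flagged substrates.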
Vif-A3F inh: blocks the Vif interaction with APOBEC3F; actives 0.2% (n = 390,000); HeLa A3F-eYFP + Vif (tagged APOBEC3F with the HIV-1 protein that degrades it), YFP fluorescence increase; AID 602313; Potency, µM (titrated, usually from 46.1 µM), without a hit: top-dose activity, negative = active; also: potency is read from the fitted curve at half-maximal effect; % of control where 0% means no effect; nearly all actives have a fitted effect of over 65% in size
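HeLa cells stably expressing A3F-eYFP plus Vif, plated and incubated overnight at 37 deg C, then exposed to compounds overnight at 37 deg C. Blocked degradation read as raised yellow fluorescence (Ex 488/Em 500-530).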
Vif-A3G inh: inhibitors of Vif-APOBEC3G interaction; HeLa A3G-eYFP + Vif (tagged APOBEC3G with the HIV-1 protein that degrades it), YFP fluorescence, overnight; Potency, µM (doses to about 46.1 µM), inactives show top-dose activity, negative = active, usual class: inhibitors; actives 0.076% (n = 410,000);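 also: potency is read from the fitted curve at half-maximal effect; % is scaled to controls: 0 for no effect and ±100 for the full control effect; nearly all actives have a fitted effect of over 60% in size; hits raise eYFP signal because A3G escapes Vif-driven loss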
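Read-out is eYFP fluorescence (Ex 488/Em 500-530) from Vif-expressing HeLa A3G-eYFP cells; more signal means A3G escaped Vif-mediated degradation. Cells plated overnight, compound pinned in, incubated overnight at 37 deg C.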
USP1 inh: blocks the human USP1/UAF1 deubiquitinase complex | O94782 | recombinant USP1/UAF1, Ub-Rhodamine cleavage fluorescence | Potency, µM (highest dose often 57.1 µM), for inactives: top-dose activity change, negative = inhibition, usual class: inhibitors | actives 0.23% (n = 390,000) | AID 743255; also: potency is read from the fitted curve at half-maximal effect; % is scaled to controls: 0 for no effect and ±100 for the full control effect; nearly all actives have a fitted effect of over 60% in size; inactives centre near -12
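USP1/UAF1 complex at 1 nM was preincubated with compound for 15 min at room temperature, then Ub-Rho substrate (150nM final) was added. Fluorescence (480/540 nm) was read kinetically, 6 reads every 60 seconds.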
RGS4 inh: blocks human RGS4-accelerated GTP hydrolysis; P49798; Transcreener GDP fluorescence polarization, RGS4-accelerated GTP hydrolysis; Potency, µM (top dose mostly 114 µM), inactives show at the top dose activity change, negative = inhibition, actives largely listed as inhibitors; actives 0.039% (n = 390,000); AID 504845; also: potency is read from the fitted curve at half-maximal effect; % is scaled to controls: 0 for no effect and ±100 for the full control effect; nearly all actives have a fitted effect of over 75% in size; some results filed as inactive show a strong effect at the top dose
Target sequence (P49798 whole entry, looked up): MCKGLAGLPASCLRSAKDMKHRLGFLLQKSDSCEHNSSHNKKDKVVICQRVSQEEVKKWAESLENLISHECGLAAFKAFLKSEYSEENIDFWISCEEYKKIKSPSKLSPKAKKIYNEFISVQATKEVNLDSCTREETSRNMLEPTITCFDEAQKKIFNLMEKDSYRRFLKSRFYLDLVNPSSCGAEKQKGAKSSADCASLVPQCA
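MLSMR compounds (23 nl, pin-transferred) preincubated 10 min at room temperature with a 500nM (2x) first reagent, then RGS4 at 900nM (2x) plus Transcreener GDP mix added; fluorescence polarization (620/688 nm) read before and after 90 min at 30 °C.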
GRP78 ERSR act: inducers of ER stress response in human glioma cells; AID 602332; actives 0.02% (n = 420,000); U87-MG GRP78 promoter luciferase reporter, 16 h; Potency, µM, inactives show at the top dose activation, actives largely listed as activators; also: potency is read from the fitted curve at half-maximal effect; series mostly up to about 76 µM; % of control where 0% means no effect; nearly all actives have a fitted effect of over 35% in size
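Stably transfected U87-MG glioma cells carrying a GRP78-based luciferase sensor; 16 h compound incubation. Luminescence end-point read 10 min after Bright-Glo addition at room temperature.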
rTrxR1 inhibitor: inhibitors of rat thioredoxin reductase 1. recombinant rTrxR1, NADPH fluorescence consumption, selenite substrate. Potency, µM (titrated, usually from 114 µM), without a hit: top-dose activity change, negative = inhibition, hits mostly inhibitors. O89049. AID 588453. actives 1% (n = 390,000); also: potency is read from the fitted curve at half-maximal effect; % is scaled to controls: 0 for no effect and ±100 for the full control effect; nearly all actives have a fitted effect of over 65% in size
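Rat TrxR1 (90 nM in the dispensed reagent) was pre-reduced with 400 uM NADPH for 5 min at room temperature, then incubated with compound for 15 min. After 400 uM selenite was added, NADPH fluorescence (Ex 340/Em 450 nm) was followed for 8 min.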
IDH1 R132H inh: blocks human mutant IDH1 R132H enzyme | O75874 | actives 0.093% (n = 390,000) | AID 602179 | Potency, µM (top dose mostly 76.6 µM), for the others: top-dose activity change, negative = inhibition, hits mostly inhibitors | IDH1-R132H enzyme, NADPH consumption, diaphorase/resazurin fluorescence; also: potency is read from the fitted curve at half-maximal effect; % is scaled to controls: 0 for no effect and ±100 for the full control effect; nearly all actives have a fitted effect of over 65% in size
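IDH1-R132H (0.5 ug/mL dispensed) in pH 7.5 Tris buffer was preincubated 30 min with compound, then given a substrate mix of 0.016 mM NADPH and 2 mM alpha-KG for 80 min at room temperature; remaining NADPH was read by diaphorase/resazurin fluorescence.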
LDHA inh: inhibitors of human lactate dehydrogenase A; P00338; purified LDHA, NADH/diaphorase-resazurin fluorescence; hits give low values; activity change, % (values are at about 110 or 230 µM); actives 0.15% (n = 480,000); AID 1347041; in the data active = activity change below about -30%; inconclusive = mostly about -25% to -30%;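 also: plate controls were DMSO wells for no effect and wells without enzyme for full effect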
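LDH5 2 nM; NADH 0.06 mM, pyruvate 0.2 mM; 200 mM Tris pH 7.4, EDTA, Tween-20; 5 min RT. Detection: diaphorase 0.133 mg/mL + resazurin 37 µM, fluorescence ex540/em590 at 0 and 20 min; normalized to enzyme-free and DMSO wells.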
* marks the source's active call; other numbers are inactive results; ? = inconclusive; . = not tested or not shown; & = joins results of further samples; [ ] = dose if it differs, or a comment. Unless noted, calls follow the shape of the dose curve; as a rule, active = well fitted curve in the direction sought with a large enough effect; inconclusive = small, poorly fitted or top-dose-only effect, or another doubt; inactive = no such curve, though single readings can be large; an effect the other way counts as inactive or inconclusive. The list is partial, so the mix of outcomes need not match the whole.

mol	TrxR1 substrate	Vif-A3F inh	Vif-A3G inh	USP1 inh	RGS4 inh	GRP78 ERSR act	rTrxR1 inhibitor	IDH1 R132H inh	LDHA inh
C=C1C=C(C(F)F)n2ncc(C(=O)NCc3ccccc3OC)c2N1	4%	.	3%	.	.	-2%	7%	.	3
COc1ccc(CCNC(=S)Nc2cc(C)cc(C)c2)cc1	-14%	1%	2%	-11%	-5%	-4%	10%[57.1 µM]	-4%	-9
COc1ccc(-n2nnnc2SCC(=O)Nc2ccc(OC)cc2OC)cc1	1%	-15%	-1%	-11%	0%	-3%	5%	1%	-2
O=C(Nc1cccc(S(=O)(=O)N2CCCCCC2)c1)C1CC(=O)N(c2ccc3c(c2)OCCO3)C1 (stereo not given)	-6%	3%	3%	-19%	-23%	-1%	-8%	3%	-1
Cc1cc(C)cc(NC(=O)CCc2c(C)nc3c4cccnc4nn3c2C)c1	12%	-12%	7%	-13%	-2%	-2%	-9%	-7%	2
Cc1cc(NC(=O)CSc2nc(-c3cccs3)cc(C(F)(F)F)n2)no1	13%	-22%	?	-14%	7%	-1%	16%	3%	-8
CCCCC1CCC(C(=O)N2CC(=O)Nc3ccc(C)cc3C2c2ccc(F)cc2)CC1 (stereo not given)	-9%	-3%	1%	-3%	20%	-1%	7%	7%	3
COc1ccc(C)cc1N(CC(=O)N1CCOCC1)S(C)(=O)=O	3%[57.1 µM]	-7%	1%	-14%	3%	-2%	4%[57.1 µM]	-2%	-5
CN1C(=O)N(CC(=O)Nc2nccs2)C(=O)C12CCCCC2	1%	0%	-14%	-12%	5%	-2%	3%	-5%	-1
O=[N+]([O-])c1ccc2[nH]c3nc4ccccc4nc3c2c1	-2%	-7%	3%	2%	-10%	-1%	26%[0.0914 µM]	4%	-15
CCc1nc2ccccc2n1CC(=O)OCC(=O)N(CC(C)C)c1c(N)n(Cc2ccccc2)c(=O)[nH]c1=O	5%	5%	0%	-4%	-41%	-5%	10%	4%	-4
OC(C#CCN1CCCCC1)c1ccccc1 (stereo not given)	-2%[0.457 µM]	11%	-2%	-9%	-5%	-3%	18%	6%	-2
CCOC(=O)C1(C(=O)OCC)COC(=O)C1CN1Cc2cc3ccccc3nc2C1 (stereo not given)	.	-10%	?	-24%	.	-10%	.	13%	2
O=C(COc1ccc(Cl)cc1)NCC(c1cccs1)S(=O)(=O)c1ccc(F)cc1 (stereo not given)	-4%[57.1 µM]	6%	3%	-3%	14%	-3%	5%[57.1 µM]	10%	-2
Cc1ccc2nc(Br)c3c(c2c1)OC(CBr)C3 (stereo not given)	0%	1%	1%	-5%	20%	-4%	31%	1%	-5
Cc1cc(-c2ccccc2C(=O)NC2CCCCC2)on1	-5%[57.1 µM]	1%	-3%	-15%	-8%	-2%	39%	-4%	-8
O=C(CCCCCN1C(=O)[C@@H]2Cc3ccccc3CN2C1=O)Nc1ccccc1F	2%[57.1 µM]	-1%	8%	-6%	-10%[56.9 µM]	-3%	19%[57.1 µM]	10%	-1
CCOc1ccc(-c2nc(SCC(=O)NCCCOC)c(-c3ccccc3)[nH]2)cc1	4%	4%	-2%	20%	-15%	2%	9%	54%[activator]	1
Cc1ccc(S(=O)(=O)Nc2cccnc2)cc1	-6%	2%	-2%	-23%	-54%[56.9 µM]	-6%	-9%	6%	4
C=CCN=C1NN=C(c2cc(C)n(CC=C)c2C)CS1	-6%[57.1 µM]	2%	0%	-11%	-28%	-16%	27%[57.1 µM]	2%	-5
CCOc1ccc2c(c1)c(=O)c(C(=O)c1ccc3c(c1)OCO3)cn2Cc1ccc(F)cc1	6%	-2%	1%	-26%	9%	-1%	16%	-1%	-5
CCOc1ccc(NC(=O)CCN2C(=O)CSc3ccccc32)cc1	-6%	1%	-5%	-25%	-13%	-3%	9%	15%	-5
Cc1ccc(CN2CCc3nc(N4CCN(c5ccccc5F)CC4)ncc3C2)s1	-2%[57.1 µM]	5%	3%	-3%	5%	-3%	11%[57.1 µM]	12%	-9
CCCN(CC(=O)Nc1cc(Cl)ccc1Cl)C(=O)CN1C(=O)C2CCCCC2C1=O (stereo not given)	-3%	4%	0%	-12%	0%	-4%	-4%	8%	5

Ordered by value in Vif-A3F inh (rising): some entries from above
Compound | Vif-A3F inh
O=C(CCCCCN1C(=O)[C@@H]2Cc3ccccc3CN2C1=O)Nc1ccccc1F | -1%
Cc1ccc2nc(Br)c3c(c2c1)OC(CBr)C3 (stereo not given) | 1%
O=C(COc1ccc(Cl)cc1)NCC(c1cccs1)S(=O)(=O)c1ccc(F)cc1 (stereo not given) | 6%

Next entries follow:
mol	TrxR1 substrate	Vif-A3F inh	Vif-A3G inh	USP1 inh	RGS4 inh	GRP78 ERSR act	rTrxR1 inhibitor	IDH1 R132H inh	LDHA inh
Nc1ncnc2c1ncn2C1OC(COP(=O)(O)O)C(O)C1O (stereo not given)	9%	-3%	-3%	-11%	-19%	-2%&-4%	14%	4%	-7
C[C@H]1CN([C@@H](C)CO)S(=O)(=O)c2ccc(Br)cc2O[C@H]1CN(C)Cc1ccccc1	.	0%	-2%	?	.	-2%	.	2%	3
COc1ccccc1/C=C/C(=O)Nc1ccc(S(=O)(=O)Nc2cc(C)on2)cc1	-14%	2%	-4%	-9%	21%	-1%	-15%	2%	-8
CC(=O)N1N=C(c2ccco2)CC1c1ccco1 (stereo not given)	4%[57.1 µM]	5%	0%	-17%	-14%	-8%	-5%[57.1 µM]	7%	-2
Cc1cc(C)c(NC(=O)CNC(=O)c2ccc(-n3cncn3)c([N+](=O)[O-])c2)c(C)c1	-2%[57.1 µM]	-12%	-3%	-14%	-30%	0%	-1%[57.1 µM]	2%	2
CN(C)C(=O)CNc1n[nH]c(=S)[nH]c1=O	-9%	2%	-1%	-20%	2%	-3%	-34%	0%	-3
COc1cccc(OC)c1C(=O)Nc1cccc(-c2ccc(N3CCOCC3)nn2)c1	2%[57.1 µM]	-2%	2%	0%	15%	-5%	11%[57.1 µM]	-2%	-4
CCCCCOC(=O)Cn1c(=O)oc2ccc(C)cc21	1%	1%	-1%	-7%	8%	-4%	2%	3%	-5
CCN1CCN(C(=O)C2CCCN(S(=O)(=O)c3cc(Cl)ccc3Cl)C2)CC1 (stereo not given)	-5%	0%	-1%	-7%	12%	-5%	-15%	7%	3
O=[N+]([O-])c1ccc2c(c1)Nc1nc3ccccc3nc1N2	7%	?	-1%	-10%	-26%	5%	24%	1%	0
O=C(Nc1ccc(Nc2ccccc2)cc1)C(Cl)(Cl)Cl	-4%	-17%	1%	-18%	3%	6%	3%	8%	-7
O=C(O)c1sccc1Oc1ccc(NS(=O)(=O)c2cccc(F)c2)cc1	3%	-9%	-2%	-14%	-17%[56.9 µM]	-2%	17%	-5%	-6
CCc1ccc(S(=O)(=O)NCCc2csc3nc(-c4ccccc4)nn23)s1	-9%[57.1 µM]	0%	-2%	-25%	13%	-4%	7%[57.1 µM]	-2%	0
CCOC(=O)Cc1csc(SC(C)C(=O)NCC(=O)Nc2ccc(F)c(F)c2F)n1 (stereo not given)	-10%	3%	-1%	5%	-10%	-2%	-14%	-2%	-8
N#CC1=C(N)N(c2ccccc2)C(=O)C1	6%[57.1 µM]	6%	-9%	-20%	18%	-3%	-2%[57.1 µM]	-1%	3
CN1C(=O)CN(CCN2CC(=O)N(C)C(=O)C2)CC1=O	.	2%	3%	-17%	.	-2%	.	6%	-7
O=C(CSc1nnc2scc(-c3ccccc3)n12)N1CCN(Cc2ccccc2)CC1	-1%	1%	-3%	-10%	4%	0%	-9%	2%	-5
O=[N+]([O-])c1ccc(N2CCN(Cc3ccc(Br)o3)CC2)cc1	-7%	1%	3%	-25%	20%	-2%	3%	-8%	-15
O=C(CCl)Nc1cc(S(=O)(=O)N2CCOCC2)ccc1N1CCOCC1	8%	-2%	1%	?	14%	1%	7%[57.1 µM]	17%	-3
O=C(NCC1CCCO1)C1CC(c2ccc(Cl)c(Cl)c2)=NO1 (stereo not given)	-10%	2%	-4%	-9%	-7%	3%	11%	1%	1
COc1ccccc1CNC(=O)C(NS(=O)(=O)c1cccs1)C(C)C (stereo not given)	2%	9%	1%	-21%	9%	-4%	9%	7%	4
O=C(CCc1ccccc1)N[C@@H]1c2ccccc2CC[C@@H]1OCc1ccccc1	6%	4%	3%	-10%	18%	-3%	31%	10%	-10
CCOc1ccccc1/C=N/NC(=O)c1nnn(-c2nonc2N)c1CN1CCCCCC1	10%	3%	0%	-19%	-46%	-1%	17%	6%	1
